Cneo AK release – causes C. neoformans cell lysis; AID 651654; 360,000 compounds, 0.2% hits; lysis activity, % at 15 µM; adenylate kinase release luminescence, 4 h; normalised: neutral wells 0, clomiphene wells 100;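 active = mean lysis activity across replicates of at least 80%, whatever share of replicates individually reach that level; inactive = mean lysis activity below 80%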
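Assay system: C. neoformans cells. Amount: yeast cell density of 5 × 10^6 cells/mL. Technique: AK luminescence. Buffer or medium: YPD. Times: static 4 h at 37 °C with compound, 1 h detection. Dosing: single-point compound dose. Read-out: lysis from increased AK signal.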
ERAP1 inh – blocks human ERAP1 aminopeptidase activity; recombinant ERAP1, Leu-AMC fluorescence, 60 min; 340,000 compounds, 0.15% hits; Q9NZ08; inhibition, % at 10.7 µM;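 active = mean replicate inhibition of at least 30%, or all replicates individually reaching that 30% level; inactive = mean below 30% and not every replicate reaching it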;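 also: 0% = neutral control wells and 100% = L-leucinethiol positive control wells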
miR-122 sensor – inhibitors of miR-122 in Huh7 cells; Huh7 miR-122 Renilla luciferase sensor, 48 h; neutral wells = 0, positive control = 100; activation (reporter increase), % at 12.5 µM; 340,000 compounds, 0.3% hits;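 active = mean replicate activation score at least 90 and every replicate individually at or above 90; inconclusive = only one of the two criteria met; inactive = neither criterion met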;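 also: higher luciferase means less miR-122 activity so hits act as miR-122 inhibitors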
PGC1a acetyl inh – modulators of PGC1a acetylation. U2OS PGC1a acetylation, AlphaScreen anti-acetyl-lysine; with virally co-expressed GCN5 acetyltransferase. inhibition, % at 15.6 µM. 350,000 compounds, 0.17% hits;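 active = every replicate shows inhibition of at least 40%; inconclusive = mean inhibition at least 40% but some replicate below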;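 also: 0% = neutral control wells and 100% = positive control wells; some results beyond the cut were filed as inactive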
RAD54 branch – inhibitors of human RAD54 branch migration; Q92698; RAD54 Holliday junction branch migration, FAM/BHQ fluorescence; inhibition, % at 10.4 µM; 360,000 compounds, 0.14% hits; AID 602329;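 active = mean normalized replicate activity at least 40 and at least half of replicates scoring 40 or more; inconclusive = only one of the two criteria met; inactive = mean below 40 and under half of replicates reaching 40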;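 also: 0% = median of neutral control wells and 100% = median of positive control wells; inhibitors cause a drop in the FAM fluorescence signal; in these data hits start at about 50%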
PglD DTNB – inhibitors of Campylobacter jejuni PglD acetyltransferase; AID 602405; purified PglD enzyme, DTNB colorimetric CoA detection; inhibition, % at 12.5 µM; 360,000 compounds, 0.098% hits; in the data active = inhibition above about 16%, passing the limit was not always enough; inconclusive = no clear call, values can overlap the other calls; also: strong numbers were not always called active
RAD52 anneal inh – RAD52 (human) annealing inhibition | AID 651710 | P43351 | 360,000 compounds, 0.46% hits | inhibition, % at 18.7 µM | recombinant RAD52 DNA annealing, FRET fluorescence;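 active = every replicate showing at least 50% inhibition; inconclusive = mean inhibition at least 50% but not in every replicate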
Target sequence (P43351 whole entry, looked up): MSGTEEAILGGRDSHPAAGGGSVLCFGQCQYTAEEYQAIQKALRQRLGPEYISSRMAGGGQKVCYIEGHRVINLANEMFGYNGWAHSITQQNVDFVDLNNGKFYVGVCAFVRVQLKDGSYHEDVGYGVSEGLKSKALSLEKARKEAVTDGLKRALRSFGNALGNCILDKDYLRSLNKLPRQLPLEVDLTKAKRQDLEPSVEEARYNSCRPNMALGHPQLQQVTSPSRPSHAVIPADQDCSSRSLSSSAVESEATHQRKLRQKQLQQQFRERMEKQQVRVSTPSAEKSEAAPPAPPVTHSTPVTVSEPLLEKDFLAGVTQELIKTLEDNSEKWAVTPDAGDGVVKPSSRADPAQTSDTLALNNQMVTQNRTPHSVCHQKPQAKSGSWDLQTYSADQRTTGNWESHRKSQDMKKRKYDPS
E-sel inducer – E-selectin induction on HUVECs | HUVEC E-selectin immunofluorescence imaging; normalized: neutral wells 0, TNF-alpha wells 100 | P16581 | 260,000 compounds, 0.37% hits | AID 686992 | activation, % at 7.58 µM;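 active = mean E-selectin-positive cell signal at least 10% of the positive control, reached in at least 60% of replicates, without over 20% cell loss; inconclusive = no rule given, readout overlaps actives, possibly toxicity-flagged; inactive = the rest, including those meeting only one limit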;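 also: in these data hits start at about 27%; measured in HUVEC primary endothelial cells; signal is the percent of cells scored E-selectin positive by PE staining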
Target sequence (P16581 whole entry, looked up): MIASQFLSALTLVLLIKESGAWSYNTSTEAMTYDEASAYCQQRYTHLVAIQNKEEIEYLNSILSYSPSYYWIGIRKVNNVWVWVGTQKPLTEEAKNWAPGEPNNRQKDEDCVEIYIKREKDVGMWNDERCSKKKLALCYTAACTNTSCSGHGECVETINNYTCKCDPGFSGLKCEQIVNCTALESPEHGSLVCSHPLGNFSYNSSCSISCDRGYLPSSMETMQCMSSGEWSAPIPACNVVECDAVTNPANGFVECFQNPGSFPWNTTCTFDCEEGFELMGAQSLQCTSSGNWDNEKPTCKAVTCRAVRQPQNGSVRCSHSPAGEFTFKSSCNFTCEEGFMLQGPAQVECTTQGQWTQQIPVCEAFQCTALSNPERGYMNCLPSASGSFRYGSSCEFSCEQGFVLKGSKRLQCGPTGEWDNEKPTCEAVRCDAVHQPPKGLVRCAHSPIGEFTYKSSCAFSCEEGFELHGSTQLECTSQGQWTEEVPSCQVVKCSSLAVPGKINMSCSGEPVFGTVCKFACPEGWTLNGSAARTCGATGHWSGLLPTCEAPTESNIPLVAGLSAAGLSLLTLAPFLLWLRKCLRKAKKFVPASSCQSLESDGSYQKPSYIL
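System: HUVEC, human umbilical vein endothelial cells; quantity: 3,000 cells/well; buffer or medium: EGM-2 medium, gelatin-coated wells; dosing: single-point compound dose; detection: immunofluorescence imaging; evaluation: % PE-positive cells; benchmarks: TNF-alpha, DMSO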
Numbers without * were called inactive; ? = inconclusive; nt = no result given; & = joins results of further samples; ! = a repeat was not active; [ ] = another dose, or the depositor's remark.

Each structure is followed by: miR-122 sensor | PglD DTNB | Cneo AK release | ERAP1 inh | E-sel inducer | RAD54 branch | RAD52 anneal inh | PGC1a acetyl inh
- COC(=O)C1=C(N)Oc2cc(C)n(CCN3CCOCC3)c(=O)c2C1c1cccnc1 (stereo not drawn)
    -13 | 0 | -1 | nt | nt | 1 | nt | nt
- COc1cccc(C(O)C2OC(=O)c3ccccc32)c1OC (stereo not drawn)
    0 | -9 | 0 | -1 | 2.1 | -14 | -7 | 11
- CCCCC(=O)NC(c1cccs1)c1cc(Cl)c2cccnc2c1O (stereo not drawn)
    nt | nt | nt | 6 | 0.8 | nt | -24 | -12
- C[C@H](CO)N1C[C@H](C)[C@@H](CN(C)Cc2ccc(Cl)c(Cl)c2)Oc2c(NS(=O)(=O)c3cccs3)cccc2C1=O
    95*! | -1&7 | 0&-3 | 7&-3 | -6.1&-0.1 | -3&2 | 18&-15 | -8&-12
- C#CCOCCOCCOCCNc1nc(N2CCN(C(=O)[C@H](CCC(=O)O)n3cc(CN)nn3)CC2)nc(N2CCN(C(=O)[C@H](CCC(=O)O)n3cc([C@@H](N)[C@H](C)CC)nn3)CC2)n1
    -3 | 4 | -1 | -3 | nt | -1 | -3 | -9
- Cc1cccc(NC(=O)CCSc2nncn2C)c1
    16 | 4 | 0 | nt | nt | 0 | nt | -2
- CC(C)[C@H](NC(=O)C1CCN(S(=O)(=O)c2ccccc2)CC1)C(=O)NCc1ccncc1
    -3 | 2 | 1 | 1 | 0.4 | 1 | -9 | 20
- Cc1noc(C)c1S(=O)(=O)N(C)C[C@@H]1Oc2ccc(NC(=O)CCC(F)(F)F)cc2CC(=O)N([C@H](C)CO)C[C@H]1C
    4[16.7 µM] | 1 | 1 | 0 | 3.3 | -6 | 4 | -2
- O=S(=O)(Nc1ccc(-c2ccc3nncn3n2)cc1)c1cc(F)ccc1F
    13 | 1 | -3 | -2 | -0.2 | 5 | 0 | nt
- Cc1ccc(C(=O)NCc2ccc3c(c2)OCO3)cc1
    -1 | -1 | 2 | -1 | nt | 4 | 1 | 7
- Cc1cc(C(=O)Nc2ccc3c(c2)C(=O)N(C)[C@@H]2CC[C@@H](CC(=O)N[C@@H](C)c4ccccc4)O[C@H]2CO3)no1
    -8[16.7 µM] | -1 | -10 | -2 | -0.1 | -1 | -8 | -1
- COC(=O)Cc1ccc(NC(=S)NN2CCOCC2)cc1
    -4 | 2 | -1 | 4 | 1.2 | 6 | 2 | -2
- CCOC(=O)C1CCCN(C(=O)CCCn2nc(C)n3c(cc4sccc43)c2=O)C1 (stereo not drawn)
    -1 | 1 | 0 | 19 | 0.0 | -9 | -2 | nt
- CNC[C@@H]1Oc2c(NC(=O)Nc3c(C)noc3C)cccc2C(=O)N([C@H](C)CO)C[C@H]1C
    -1[16.7 µM] | 4 | 2 | -2 | 0.2 | 4 | 2 | -11
- CN1CCN(/N=C/c2ccc(OCc3ccccc3)cc2)CC1
    nt | -2 | 4 | 6 | 1.6 | 1 | 1 | ?
- O=C(Nc1cccc(S(=O)(=O)N2CCCCC2)c1)C1CC(=O)N(c2ccc3c(c2)OCCO3)C1 (stereo not drawn)
    nt | -4 | -1 | 3 | nt | -1 | -14 | nt
- C#CCOCCOCCOCCNc1nc(N2CCN(C(=O)C(Cc3cc4ccccc4[nH]3)n3cc(C(N)Cc4ccc(O)cc4)nn3)CC2)nc(N2CCN(C(=O)C(CCC(=O)O)n3cc(C(N)C(C)CC)nn3)CC2)n1 (stereo not drawn)
    -4 | 0 | -2 | nt | -0.1 | 4 | -15 | -3
- CC(OC(=O)c1c2c(nc3ccccc13)/C(=C\c1ccc3c(c1)OCO3)CCC2)C(=O)Nc1ccc(S(N)(=O)=O)cc1 (stereo not drawn)
    1 | 8 | -1 | nt | nt | 0 | nt | 1
- C[C@@H]1CN([C@H](C)CO)C(=O)Cc2cc(NS(=O)(=O)c3cn(C)cn3)ccc2O[C@@H]1CN(C)Cc1ccccc1
    6[16.7 µM] | 3 | 6 | -1 | 0.2 | -14 | 7 | nt
- Cc1nnsc1C(=O)NNC(=O)c1cccc2ccccc12
    2 | 0 | -3 | nt | nt | -1 | -27 | -4
- CSc1nc(N)nc(C2CC2)n1
    -3 | 3 | -4 | 3 | 0.2 | 5 | -6 | 2
- O=C1CSC(c2ccc(Cl)cc2)N1C1CCCCC1 (stereo not drawn)
    1 | -1 | -4 | nt | nt | 0 | nt | -9
- COc1ccc(CNS(=O)(=O)c2ccc3c(c2)CCN3C(=O)C2CCC2)cc1
    -4 | 7 | 0 | -1 | 2.8 | 3 | -18 | 7
- CCC1SC(CC)C(=O)N(CC(=O)Nc2ccc3c(c2)OCO3)C1=O (stereo not drawn)
    -25 | -4 | -1 | 0 | nt | 6 | -22 | 1
- CCCC(=O)Nc1ccc2c(c1)C(=O)N(C)C[C@@H](OC)[C@@H](C)CN(Cc1ccc(-c3ccccn3)cc1)[C@H](C)CO2
    nt | 2 | -1 | 2 | 0.0 | -2 | 14 | -4
- CCOC(=O)CSc1nnc(Cn2c(=O)sc3ccccc32)n1-c1ccccc1C
    -4 | 2 | -2 | 5 | 0.0 | -9 | -7 | nt
- CN(C(=O)COC(=O)c1cc(=O)[nH]c2ccccc12)c1ccccc1
    1 | 1 | 2 | -2 | nt | 3 | -7 | -3
- Oc1cc(O)c(CN2CCOCC2)cc1CN1CCOCC1
    -9 | nt | nt | 0 | 1.0 | nt | -11 | 14
- CN1C(=O)c2cc(NC(=O)NC3CCCC3)ccc2OC[C@H]2O[C@@H](CC(=O)NCC3CC3)CC[C@@H]21
    nt | nt | nt | 0 | 0.1 | nt | -16 | -8
- CC(NC(=O)CCC(=O)NC(C)C1COc2ccccc2O1)C1COc2ccccc2O1 (stereo not drawn)
    -5 | 0 | 1 | nt | nt | 6 | nt | 15
- O=C1CCC2(CCCC2)c2ccccc21
    nt | 4 | 5 | -2 | 0.2 | 7 | -4 | -5
- COCCNc1cc(-c2ccccc2)nc2cc(-c3cccc(F)c3)nn12
    -7 | -1 | 1 | 3 | nt | -2 | -2 | -5
- C[C@H](CO)N1C[C@H](C)[C@@H](CN(C)Cc2ccncc2)Oc2ccc(NS(=O)(=O)c3ccc(F)cc3)cc2C1=O
    -6[16.7 µM] | 2 | 3 | -3 | ? | 7 | 0 | -3
- COc1ccc(CCC(=O)NNC(=O)c2ccc(OC)cc2)cc1
    nt | -6 | 0 | 1 | -0.2 | -3 | -9 | nt
- CCC(=O)Nc1ccc2c(c1)nc(CN1CCN(C(C)=O)CC1)n2C
    -5 | -5 | 1 | nt | nt | 4 | nt | -6
- COc1ccc(-c2[nH]ncc2CN(C)CC2CCCCO2)cc1F (stereo not drawn)
    nt | nt | nt | 1 | 0.2 | nt | -16 | -9
- C[C@H](CO)N1C[C@H](C)[C@@H](CN(C)C(=O)NC2CCCCC2)Oc2ccc(NC(=O)c3ccncc3)cc2CC1=O
    -1[16.7 µM] | -2 | 1 | 6 | -0.1 | 6 | -10 | 4
- Cc1onc(-c2ccccc2)c1C(=O)N/N=C/C=C/c1ccccc1
    10 | 8 | 0 | nt | nt | -8 | -6 | 0
- CCCn1nc(C(=O)N2CCN(S(=O)(=O)c3ccc(C)c(C)c3)CC2)c2ccccc2c1=O
    nt | 1 | 1 | 3 | -0.8 | -10 | -10 | -12
- C[C@@H]1CCCCO[C@H](CN(C)C(=O)C2CCCCC2)[C@@H](C)CN([C@H](C)CO)C(=O)c2cc(NC(=O)c3ccccc3)ccc2O1
    6[16.7 µM] | 2 | 2 | 1 | -0.1 | -3 | 2 | 5
- O=C(c1cc2c(s1)-c1ccccc1OC2)N1CCN(c2ccccc2)CC1
    -6 | 2 | 6 | -4 | -0.2 | -10 | -31 | 5
- O=C(O)C1C2CCC(C2)C1C(=O)NCCC1=CCCCC1 (stereo not drawn)
    -3 | 6 | -2 | nt | nt | -1 | nt | 3
- CC(=O)c1cc(C)c(OCc2cn(CC(=O)c3ccc(O)cc3)nn2)c(C)c1
    -1 | 5 | 6 | 1 | 0.0 | 5 | -6 | 4
- Cc1nnc(NC(=O)c2cccc(S(=O)(=O)N(C)c3cccc(Cl)c3)c2)s1
    2 | -2 | 0 | 0 | 0.4 | 1 | -28 | -2
- OCc1nc2ccccc2n1/N=C/c1cccs1
    -5 | 3 | 0 | 0 | 0.0 | 5 | 0 | 1
- COc1ccc(NC(=O)C(NC(=O)OC(C)(C)C)C(C)OCc2ccccc2)cc1 (stereo not drawn)
    0 | -2 | -2 | nt | nt | -8 | nt | nt
- CSCCC(NC(=O)/C(=C\c1ccco1)NC(=O)c1ccco1)C(=O)O (stereo not drawn)
    nt | -5 | 2 | -2 | 0.4 | -5 | -40 | nt
- COc1ccccc1CNC(=O)COC(=O)C12CC3CC(CC(O)(C3)C1)C2
    nt | 4 | -2 | 1 | 0.2 | 1 | -7 | -3
- COc1cccc(/C=C2\CC(C)Cc3c2nc2ccccc2c3C(=O)O)c1OC (stereo not drawn)
    -1 | 3 | -13 | -4 | 0.0 | 17 | -21 | nt
- CS(=O)(=O)Nc1ccc2c(c1)[C@@H]1C[C@H](CC(=O)N3CCCCC3)O[C@H](CO)[C@@H]1O2
    3[16.7 µM] | 4 | 5 | nt | -0.2 | -9 | nt | -8
- COc1ccccc1C(=O)Nc1cc(C)c(OCC(=O)N2CCOCC2)c(C)c1
    nt | 7 | -5 | 1 | -0.1 | 2 | -2 | 9
- Cc1ccc(S(=O)(=O)Nc2ccc3c(c2)C(=O)N([C@H](C)CO)C[C@@H](C)[C@H](CN(C)C)O3)cc1
    0[16.7 µM] | 1 | -3 | -1 | -0.2 | 11 | 4 | 1
- COc1ccc(Cn2nc(C(=O)O)c3ccccc3c2=O)cc1F
    0 | -1 | 1 | 2 | nt | 7 | -14 | 5
- O=C(CN1C(=O)NC(c2ccccc2)(c2ccccc2)C1=O)Nc1ccc2[nH]c(=O)[nH]c2c1
    0 | -5 | -2 | 0 | 0.1 | -2 | -24 | 2
- CCCNC(=O)C1(C)CCCN(C(=O)c2c(C)noc2C)C1 (stereo not drawn)
    1 | -1 | 0 | 3 | -0.1 | 12 | -10 | 4
- CCOc1nc(C)cc(COC)c1C(N)=O
    nt | nt | nt | 8 | -0.1 | nt | -23 | 0
- CCOc1ccc(N(CC(=O)N2CCOCC2)S(=O)(=O)c2ccc(Cl)cc2)cc1
    42 | 6 | 14 | 1 | nt | -27 | -6 | 6
- COc1ccc(NC(=O)C2C3C=CC(C3)C2C(=O)NCc2ccccn2)c(OC)c1 (stereo not drawn)
    -1 | 9 | -5 | nt | nt | 15 | nt | 8

Quoted from the listing:
`CCC(=O)Nc1ccc2c(c1)nc(CN1CCN(C(C)=O)CC1)n2C` @ RAD54 branch = 4
`Cc1ccc(S(=O)(=O)Nc2ccc3c(c2)C(=O)N([C@H](C)CO)C[C@@H](C)[C@H](CN(C)C)O3)cc1` @ E-sel inducer = -0.2

Source: PubChem (Broad Institute)
